CCT chaperon mod: High-Throughput Screening for Modulators of Cytosolic Chaperonin Activity | purified chaperonin ATPase assay, HTRF ADP detection, 30 min | activity change, % (test concentration not listed), hits read low | 360,000 compounds, 0.3% hits | AID 651819, 2012; in the data active = activity change below about -30%; also: % is scaled to controls: 0 for no effect and ±100 for the full control effect
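ATPase activity: ADP formed was measured by HTRF Transcreener (665/615 nm ratio) after 30 min at 37 deg C with 10 uM ATP. Compounds screened at one 76 uM concentration against 40 or 20 nM TRiC in Tris pH 7.4/KCl/MgCl2/DTT buffer.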
EPAC1 antagonist: qHTS for Antagonist of cAMP-regulated guanine nucleotide exchange factor 3 (EPAC1): primary screen | Rap guanine nucleotide exchange factor 3 (Homo sapiens), O95398 | EPAC1 GEF assay, Rap1b-BODIPY-GDP exchange fluorescence | Potency, µM (top dose mostly 115 µM), for inactives: at the top dose activity change, negative = inhibition, usual class: inhibitors | 360,000 compounds, 0.14% hits | AID 720709, 2013;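 also: potency is read from the fitted curve at half-maximal effect; plate controls were vehicle for no effect and positive control for full effect; nearly all actives have a fitted effect of over 50% in size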
Mm-Cpn inhibitor: Inhibitors of TCP-1 ring complex (TRiC) of Methanococcus maripaludis (MmCpn): qHTS; purified Mm-Cpn ATPase, ADP Transcreener TR-FRET; AID 504842, 2011; 330,000 compounds, 0.031% hits; Chaperonin Mm-Cpn (Methanococcus maripaludis); Potency, µM (top dose mostly 76.9 µM), inactives show at the highest dose activity, negative = inhibition, actives largely listed as inhibitors; also: potency is read from the fitted curve at half-maximal effect; % is scaled to controls: 0 for no effect and ±100 for the full control effect; nearly all actives have a fitted effect of over 80% in size
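Inhibition of chaperonin ATP hydrolysis is measured as reduced ADP production, detected by competitive TR-FRET in which signal falls with ADP. Final enzyme 25 nM and ATP 10 uM, reacted 30 min at 37°C.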
PLK1 PBD block: qHTS for Inhibitors of PLK1-PDB (polo-like kinase 1 - polo-box domain): Primary Screen. AID 720504, 2013. 360,000 compounds, 2.8% hits. Potency, µM, for inactives: max response, negative = inhibition, hits mostly inhibitors. Plk1 PBD binding of FITC phosphopeptide, fluorescence polarization. Serine/threonine-protein kinase PLK1 (Homo sapiens), P53350; also: potency is read from the fitted curve at half-maximal effect; series mostly up to about 57 µM; % is scaled to controls: 0 for no effect and ±100 for the full control effect; nearly all actives have a fitted effect of over 65% in size
Target sequence (P53350 whole entry, looked up, the tested form may be a part): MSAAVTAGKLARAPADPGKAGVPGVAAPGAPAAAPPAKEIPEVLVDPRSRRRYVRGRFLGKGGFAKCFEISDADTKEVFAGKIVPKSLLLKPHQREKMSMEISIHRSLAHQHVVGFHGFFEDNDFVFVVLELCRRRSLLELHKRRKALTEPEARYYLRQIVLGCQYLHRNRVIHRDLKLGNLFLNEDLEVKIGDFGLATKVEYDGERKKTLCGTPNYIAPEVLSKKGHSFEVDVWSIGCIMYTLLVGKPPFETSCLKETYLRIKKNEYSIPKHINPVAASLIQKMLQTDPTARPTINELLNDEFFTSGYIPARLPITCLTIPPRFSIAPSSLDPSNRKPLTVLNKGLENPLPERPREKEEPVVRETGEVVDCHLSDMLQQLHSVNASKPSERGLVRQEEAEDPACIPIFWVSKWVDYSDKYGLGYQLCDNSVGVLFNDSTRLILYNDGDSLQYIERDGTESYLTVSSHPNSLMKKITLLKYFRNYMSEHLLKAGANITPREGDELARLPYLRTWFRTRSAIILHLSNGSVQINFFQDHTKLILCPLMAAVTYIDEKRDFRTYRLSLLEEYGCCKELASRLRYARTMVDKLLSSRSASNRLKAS
WRN helicase inh: qHTS for Inhibitors of WRN Helicase | Bifunctional 3'-5' exonuclease/ATP-dependent helicase WRN (Homo sapiens), Q14191 | WRN helicase unwinding, fluorescent forked duplex, kinetic | Potency, µM (series often up to 114 µM), for inactives: top-dose activity change, negative = inhibition, actives largely listed as inhibitors | 360,000 compounds, 0.46% hits; also: potency is read from the fitted curve at half-maximal effect; % is scaled to controls: 0 for no effect and ±100 for the full control effect; nearly all actives have a fitted effect of over 55% in size
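Primary qHTS, 1536-well format. 20 nM WRN + compound, 15 min RT; start with 100 nM forked fluorophore/quencher duplex, 2 mM ATP (final); kinetic read ex 525/em 598 nm.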
EPAC2 antag: qHTS for Antagonist of cAMP-regulated guanine nucleotide exchange factor 2 (EPAC2): primary screen. Rap guanine nucleotide exchange factor 4 (Homo sapiens), Q8WZA2. 360,000 compounds, 0.18% hits. AID 720708, 2013. EPAC2 GEF exchange of Rap1B-BODIPY-GDP, fluorescence. Potency, µM (titrated, usually from 114 µM), without a hit: top-dose activity, negative = inhibition, usual class: inhibitors; also: potency is read from the fitted curve at half-maximal effect; % is scaled to controls: 0 for no effect and ±100 for the full control effect; nearly all actives have a fitted effect of over 45% in size; many of its hits are not listed in these tables
PI5P4K alpha inh: qHTS for Inhibitors of phosphatidylinositol 5-phosphate 4-kinase (PI5P4K); AID 652105, 2013; Phosphatidylinositol 5-phosphate 4-kinase type-2 alpha (Homo sapiens), P48426; max response, %; 330,000 compounds, 1.2% hits; PI5P4Kalpha enzyme, ADP-Glo luminescence, 60 min; hits give low values; active = max response of -50% or lower; inconclusive = between -30% and -50%; inactive = -30% or higher; also: value at the top dose of about 77 µM; % is scaled to controls: 0 for no effect and ±100 for the full control effect
Target sequence (P48426 whole entry, looked up): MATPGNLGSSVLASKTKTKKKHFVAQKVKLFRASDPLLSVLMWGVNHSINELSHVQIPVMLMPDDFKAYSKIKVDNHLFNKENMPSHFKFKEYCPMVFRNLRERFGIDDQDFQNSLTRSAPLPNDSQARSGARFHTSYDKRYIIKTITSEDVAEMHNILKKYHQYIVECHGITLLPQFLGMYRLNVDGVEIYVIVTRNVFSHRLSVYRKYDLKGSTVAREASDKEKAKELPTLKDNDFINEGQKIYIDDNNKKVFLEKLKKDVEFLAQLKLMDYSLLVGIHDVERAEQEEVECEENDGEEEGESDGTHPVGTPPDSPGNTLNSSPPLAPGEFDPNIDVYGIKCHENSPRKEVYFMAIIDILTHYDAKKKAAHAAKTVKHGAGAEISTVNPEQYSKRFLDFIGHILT
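Controls without substrate or without enzyme flank wells where PI5P4Kalpha converts substrate using 5 microM ATP (final). Incubation lasts 60 minutes at room temperature; ADP formed is read by ADP-Glo luminescence.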
EPAC1 agonist: qHTS for Agonist of cAMP-regulated guanine nucleotide exchange factor 3 (EPAC1): primary screen. Rap guanine nucleotide exchange factor 3 (Homo sapiens), O95398. EPAC1 agonist qHTS, biochemical assay; response scale: 100% = response to 6.5 mM cAMP. Potency, µM (top dose mostly 154 µM), for the others: top-dose activation, hits mostly activators. 360,000 compounds, 0.073% hits. AID 720707, 2013; also: potency is read from the fitted curve at half-maximal effect; nearly all actives have a fitted effect of over 60% in size
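Normalized to 6.5 mM cAMP, activity reflects EPAC1-catalysed release of BODIPY-GDP from Rap1B, followed kinetically over 30 min at 480 nm excitation, 540 nm emission. Reaction contained 100 nM EPAC1, 250 nM Rap1B-BODIPY-GDP, 50 uM GDP.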
Active calls of the source: *; ? = inconclusive; . = no result given; [ ] = another dose, or the depositor's remark. Unless noted, calls follow the shape of the dose curve; as a rule, active = well fitted curve in the direction sought with a large enough effect; inconclusive = small, poorly fitted or top-dose-only effect, or another doubt; inactive = no such curve, though single readings can be large; an effect the other way counts as inactive or inconclusive. Some of the compounds tested; rates above refer to the full screens.

SMILES | CCT chaperon mod | EPAC1 antagonist | Mm-Cpn inhibitor | PLK1 PBD block | WRN helicase inh | EPAC2 antag | PI5P4K alpha inh | EPAC1 agonist
O=C(COc1ccccc1)NCC(=O)Nc1cccc2ccccc12 | -2.4 | 12% | -1% | -11% | -3% | 4% | -2 | 4%
COc1ccc(S(=O)(=O)N2CCCCC2)cc1NC(=O)C1CCCC1 | -3.7 | -22% | 0% | 1% | -3% | 1% | -7 | -3%
CN(Cc1ccc(Cl)cc1)C(=O)c1[nH]c(C(F)(F)F)nc1-c1ccccc1 | -2.4 | 8% | . | -8% | -3% | 10% | 2 | -2%
CC(C)(C)N=Cc1cc(-c2ccccc2)sc1O | 0.6 | -7% | -1% | -7% | 3% | -1% | -1 | 4%
Cc1cccc(S(=O)(=O)N2CCN(Cc3ccc4c(c3)OCO4)CC2)c1 | -0.5 | -8% | 0% | 0% | 3% | -5% | -5 | 12%
CNC(=O)c1[nH]cnc1C(=O)N[C@@H](Cc1ccccc1)C(=O)OCc1ccccc1 | -1.5 | -14% | . | 7% | 5% | -15% | 5 | 0%
CCCC(c1nnnn1C1CCCCC1)N1CCN(c2ncccn2)CC1 (stereo not given) | 1.8 | 14% | 0% | -7% | 2% | 6% | 4 | 3%
C=CCn1c(SCC(=O)NC2CCS(=O)(=O)C2)nnc1-c1ccncc1 (stereo not given) | 0.3 | -4% | 1% | -3% | 7% | 25% | -7 | 0%
CN(C(=O)c1ccc2c(c1)OCO2)C1CCCCC1 | -0.2 | 6% | 0% | 5% | 4% | -7% | -4 | 1%
O=C(CNC(=O)Cc1ccc(Cl)cc1)NCC(=O)N1CCCCC1 | 0.3 | 14% | 2% | -3% | 4% | 2% | -2 | -7%
CN(C)S(=O)(=O)c1ccc(N2CCCC2)c(C(=O)Nc2nc3ccc(F)cc3s2)c1 | 1.0 | 7% | ? | 5% | -9% | 19% | -3 | 2%
NCC12CC3CC(C1)CC(c1ccc(Br)cc1)(C3)C2 | -1.5 | 3% | 2% | -2% | -5% | 7% | 3 | -1%
CC1Cc2nc(SCC(=O)Nc3nc4ccccc4s3)n(C)c(=O)c2S1 (stereo not given) | 1.2 | -8% | -9% | -8% | -4% | -18% | -7 | 1%
Cc1cccc(C)c1NC(=O)NC1(C(=O)NCc2ccncc2)CCCCC1 | -5.5 | -8% | 1% | -25% | 9%[57.1 µM] | 9% | -9 | 3%
COc1ccccc1CCNC(=O)C(=O)c1cn(CC(=O)N2CCOCC2)c2ccccc12 | -1.7 | -6% | 2% | 24µM* | -1% | 7% | -4 | -2%
CC1CCCN(c2ccc(C(=O)NCc3cccs3)cn2)C1 (stereo not given) | -4.0 | 1% | 0% | -7% | -6% | 0% | . | -5%
OCC1(CC2CCCCO2)CCN(Cc2cccc(O)c2)CC1 (stereo not given) | 1.7 | -28% | 1% | -6% | -4% | 0% | 0 | 12%
COCCCNc1nc2ccccc2nc1NS(=O)(=O)c1ccc(C)cc1 | 0.1 | 1% | -4% | -4% | -8% | 1% | 9 | 3%
COc1ccc([C@H]2C[C@@H](n3cc(C4CC4)nn3)[C@H](O)CN2CC2CCCCC2)cc1 | 0.0 | 4% | . | 3% | -7% | -9% | -1 | -7%
CCCCOc1c(Br)cc(/C=N/O)cc1OCC | -2.3 | ? | -2% | 0% | -8% | 28µM* | 23 | -10%
Cc1ccc(-c2c(C(=O)c3ccc(Br)cc3)[nH]c(N)c2C(=O)NCc2ccc(Cl)cc2)cc1 | -2.1 | 0% | . | -9% | -1% | -1% | 12 | -6%
COc1ccccc1NC(=O)C(=O)N/N=C/c1cccs1 | 0.5 | -14% | 0% | 1% | -17% | 6% | -26 | 9%
CN(CC(=O)Nc1ccc(Cl)cc1F)C1=NS(=O)(=O)c2ccccc21 | 2.3 | 0% | 4% | -3% | 2% | -2% | 3 | -11%
Nn1c(SCC(=O)Nc2cccc(F)c2)nnc1C1CCCCC1 | 0.3 | 5% | 2% | 3% | 6% | 2% | . | -4%
O=S(=O)(c1ccccc1)N1N=C(c2ccc(Br)cc2)CC1c1ccco1 (stereo not given) | -0.2 | -7% | 0% | 3µM* | -5% | -9% | ? | 21%
Cc1ccc(C(=O)Nc2nc(-c3ccc4c(c3)OCCO4)cs2)o1 | 0.3 | -5% | . | 1% | 0% | 4% | -1 | 14%
CCn1cc(CN2CCC(C(=O)Nc3ccc(Oc4cccnc4)cc3)CC2)c(C)n1 | -3.8 | 5% | 0% | 1% | -7% | 10% | 2 | -7%
Cc1cc(C(=O)OCC(=O)Nc2cc(C)on2)c2ccccc2n1 | -35* | -11% | 0% | -6% | -2% | -8%[57.1 µM] | 0 | -3%
COc1cccc(NC(=O)C(=O)N2CCOCC2)c1 | 0.4 | 5% | 0% | 1% | 3% | 0%[57.1 µM] | -7 | 5%
COc1ccc(N(CC(=O)Nc2ccccc2C(=O)O)S(=O)(=O)c2ccc(C)c([N+](=O)[O-])c2)cc1 | -1.9 | -22% | -5% | -27% | -22% | 11% | -21 | -10%
CC1CCN(CCNC(=O)c2ccc(NC(=O)C3CCCO3)cc2)CC1 (stereo not given) | 0.1 | -5% | -1% | -8% | -2% | -1% | 2 | 5%
C=CCOc1ccc2c(c1)c(S(=O)(=O)c1ccc(C)cc1)cn2COC | -17 | 8% | 0% | 2% | -10% | -2% | . | 21%
O=C(CC(c1ccccc1)C1CCCCC1=O)c1ccco1 (stereo not given) | -0.5 | 0% | -1% | -8% | -1% | -1% | 4 | 1%
Cc1cccn2cc(CNC(=O)c3ccc(Br)o3)nc12 | 1.0 | -14% | -1% | 3% | -7% | -11% | -3 | -9%
COc1ccc(/C(C)=N/NC(=O)CNC(=O)/C=C\c2ccco2)cc1 | 0.2 | 17% | -6% | ? | -8%[11.6 µM] | 7% | -29 | 1%
COC(=O)CCC(=O)N(CCN(C(=O)CCC(=O)OC)c1ccccc1)c1ccccc1 | 1.0 | -8% | 1% | -13% | -23% | -7% | 2 | -1%
O=C1N[C@H]2CC=C[C@H]2N(Cc2cccs2)c2ccccc21 | -1.0 | 6% | -3% | -10% | -4% | -15% | -1 | -4%
COc1ccccc1CNCC(=O)Nc1cc(S(=O)(=O)N2CCCCCC2)ccc1Cl | 0.5 | -17% | -2% | -7% | -26% | -3% | 5 | 4%
Cc1ccc2oc(NC(=O)N3CCOCC3)cc(=O)c2c1 | -2.6 | -13% | 1% | -7% | 9% | -2% | -3 | -3%
Cc1ccc(NC(=O)c2ncn(CCCNCCCc3ccccc3)n2)cc1C | -1.9 | -7% | . | -18% | -6% | 6% | 15 | -1%

Complete entries as entered above:
`COc1cccc(NC(=O)C(=O)N2CCOCC2)c1` is listed with CCT chaperon mod: 0.4; EPAC1 antagonist: 5%; Mm-Cpn inhibitor: 0%; PLK1 PBD block: 1%; WRN helicase inh: 3%; EPAC2 antag: 0%[57.1 µM]; PI5P4K alpha inh: -7; EPAC1 agonist: 5%
`Cc1ccc(NC(=O)c2ncn(CCCNCCCc3ccccc3)n2)cc1C` is listed with CCT chaperon mod: -1.9; EPAC1 antagonist: -7%; Mm-Cpn inhibitor: .; PLK1 PBD block: -18%; WRN helicase inh: -6%; EPAC2 antag: 6%; PI5P4K alpha inh: 15; EPAC1 agonist: -1%

2 compounds picked at random from those above:
SMILES | CCT chaperon mod | EPAC1 antagonist | Mm-Cpn inhibitor | PLK1 PBD block | WRN helicase inh | EPAC2 antag | PI5P4K alpha inh | EPAC1 agonist
COc1ccccc1NC(=O)C(=O)N/N=C/c1cccs1 | 0.5 | -14% | 0% | 1% | -17% | 6% | -26 | 9%
COc1ccc(N(CC(=O)Nc2ccccc2C(=O)O)S(=O)(=O)c2ccc(C)c([N+](=O)[O-])c2)cc1 | -1.9 | -22% | -5% | -27% | -22% | 11% | -21 | -10%

The list continues.
SMILES | CCT chaperon mod | EPAC1 antagonist | Mm-Cpn inhibitor | PLK1 PBD block | WRN helicase inh | EPAC2 antag | PI5P4K alpha inh | EPAC1 agonist
CCN1CCN(C(=O)Cn2nc(C)n3c(cc4c(OC)cccc43)c2=O)CC1 | 0.5 | -19% | ? | 0% | 3% | 3% | 0 | 6%
CCN(CC)C(=O)COc1coc(CN2CCN(c3cccc(Cl)c3)CC2)cc1=O | 0.2 | 0% | 2% | -4% | 4% | -1% | -3 | 4%
N#CCC(=O)N/N=C/c1ccccc1Cl | 0.3 | 3% | -1% | -12% | 0% | -5% | -8 | 9%
CCOc1ccc(S(=O)(=O)N(C)C)cc1-c1nc2c(C(C)(C)C)nn(C)c2c(=O)[nH]1 | -0.9 | 8% | 1% | 4% | -16% | 13% | . | -1%
CN1CCN(S(=O)(=O)c2ccc(NC(=O)c3cccc(S(=O)(=O)N4CCCC4)c3)cc2)CC1 | -1.8 | -6% | -3% | -8% | -1% | -3% | 10 | 0%
CCCN1CCN(C(=O)c2cc(COc3ccc(F)c(F)c3)on2)CC1 | -1.3 | 13% | -2% | -8% | -8% | -1% | 1 | 8%
CCOC(=O)c1sc(=S)n(C)c1C | 1.4 | 2% | -1% | -9% | 5% | 6% | 0 | 0%
CC1(C)Cc2c(C#N)c(NCCN3CCOCC3)nc(-c3ccco3)c2CO1 | -0.2 | -8% | 3% | -4% | -8% | -5% | . | 4%
Cc1ccc2nc(CSc3nc(C)nc4c3oc3ccccc34)[nH]c2c1 | . | -8% | -12% | . | . | 1% | . | -6%
Cc1c(OC(C(=O)O)c2ccccc2)ccc2c(-c3ccccc3)cc(=O)oc12 (stereo not given) | -0.1 | 0% | 0% | -19% | -14% | -1% | -11 | -4%
Cc1ncsc1CCOC(=O)c1cccnc1 | -11 | 3% | -3% | -1% | 0%[57.1 µM] | 0% | . | 2%
COc1ccc(C)cc1-n1nnnc1SCn1nnc2ccccc2c1=O | 4.6 | 12% | -3% | -18% | 16% | 0% | -4 | 6%

Bioassay records deposited in PubChem BioAssay by National Center for Advancing Translational Sciences (NCATS).
